STEP block = STEP (human) phosphatase inhibition; P54829; recombinant STEP, OMFP fluorogenic substrate, fluorescence; 0.25% of 360,000 active; inhibition, % at 20 µM;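 active = inhibition at 20 µM, scaled per plate between control wells, above about 37%, limit read from the data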;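 also: 0% = DMSO with enzyme and substrate and 100% = substrate only without enzyme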
Target sequence (P54829 whole entry, looked up): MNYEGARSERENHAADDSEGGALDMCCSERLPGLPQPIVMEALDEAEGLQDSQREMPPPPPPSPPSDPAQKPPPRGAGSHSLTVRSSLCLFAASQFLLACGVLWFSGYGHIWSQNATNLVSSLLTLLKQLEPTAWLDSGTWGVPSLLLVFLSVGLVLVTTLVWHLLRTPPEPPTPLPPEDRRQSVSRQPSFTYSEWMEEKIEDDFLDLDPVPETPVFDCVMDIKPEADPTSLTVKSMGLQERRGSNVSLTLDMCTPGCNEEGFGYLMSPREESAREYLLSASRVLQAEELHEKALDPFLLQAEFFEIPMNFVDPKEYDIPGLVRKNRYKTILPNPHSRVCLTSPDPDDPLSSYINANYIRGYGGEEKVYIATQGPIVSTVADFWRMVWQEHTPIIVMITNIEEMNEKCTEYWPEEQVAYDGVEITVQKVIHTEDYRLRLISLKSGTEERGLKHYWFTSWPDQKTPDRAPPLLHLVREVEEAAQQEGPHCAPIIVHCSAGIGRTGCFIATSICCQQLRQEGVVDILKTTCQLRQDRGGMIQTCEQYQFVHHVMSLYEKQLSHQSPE
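Material: STEP (striatal-enriched tyrosine phosphatase) enzyme, cell-free | Medium: 50 mM Bis-Tris pH 6.0 with 2.5 mM DTT and 0.005% Tween 20 | Read-out: Percent inhibition scaled to no-enzyme and uninhibited-enzyme controls, plate-pattern corrected | Signal: Fluorescence read at 480 nm ex / 540 nm em | Times: 20 min reaction, room temperature, in the dark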
SUMO1-SIM PPI = alters human SUMO1 binding to SIM partners | P63165 | SUMO1 binding to a labelled peptide, TR-FRET, 1 h | inhibition, % at 20 µM | 0.33% of 360,000 active; in the data active = inhibition above about 37%
Scp-1 inhibitor = blocks human Scp-1 phosphatase activity; Q9GZU7; AID 493091; Recombinant Scp1, phosphopeptide, malachite green phosphate absorbance; 0.88% of 340,000 active; inhibition, % at 20 µM;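 active = inhibition above about 50% at 20 µM, limit read from the data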;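 also: plate controls were DMSO wells with enzyme for no effect and wells lacking enzyme for full effect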
Target sequence (Q9GZU7 76-261 limits assumed): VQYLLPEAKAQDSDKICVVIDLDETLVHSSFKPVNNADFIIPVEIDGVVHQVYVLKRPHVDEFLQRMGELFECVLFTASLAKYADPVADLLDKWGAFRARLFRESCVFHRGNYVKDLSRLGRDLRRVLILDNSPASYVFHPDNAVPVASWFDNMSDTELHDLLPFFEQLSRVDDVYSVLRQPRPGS
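System: SCP-1 catalytic domain; Reagent: Phospho 17-mer peptide substrate; Doses: one concentration, 20 µM, with 1.0% DMSO; Incubation: 45 min room-temperature reaction, 5 min colour, 30 min stabiliser; Signal: Phosphate-binding colour reagent, absorbance read at 630 nm.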
DNMT1 inh = DNMT1 (human) enzyme inhibition; AID 588458; inhibition (reported as % activation of signal), % at 10 µM; DNMT1 molecular beacon, Hinp1I cleavage, fluorescence; P26358; 0.83% of 360,000 active; in the data active = inhibition above about 50%
Rin1 Abl inh = human Rin1-Abl interaction inhibition; P00519+Q13671; TR-FRET Rin1/Abl binding, biochemical; inhibition, % at 7.35 µM; 0.4% of 360,000 active; in the data active = inhibition above about 5%, passing the limit was not always enough
Rpn11 inh = inhibitors of human proteasome Rpn11; 0.59% of 360,000 active; calls only at 20 µM; human 26S proteasome, Ub4-pepOG fluorescence polarization; 20S core pre-blocked with epoxomicin; AID 588493;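 active = inhibition at 20 µM, scaled to each plate's controls, above about 33%, limit read from the data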
Target sequence (O00487 whole entry, looked up): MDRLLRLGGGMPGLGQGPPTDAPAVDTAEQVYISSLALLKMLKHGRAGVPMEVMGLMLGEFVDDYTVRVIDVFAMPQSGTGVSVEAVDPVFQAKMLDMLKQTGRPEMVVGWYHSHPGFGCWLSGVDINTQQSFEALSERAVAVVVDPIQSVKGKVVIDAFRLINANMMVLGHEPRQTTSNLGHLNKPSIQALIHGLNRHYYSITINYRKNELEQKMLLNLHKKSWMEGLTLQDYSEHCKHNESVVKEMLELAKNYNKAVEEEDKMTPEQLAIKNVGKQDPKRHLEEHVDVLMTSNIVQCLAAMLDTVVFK
CSN inh = inhibitors of human CSN-mediated cullin deneddylation. Q92905. Purified CSN, SCF-Nedd8-OG deneddylation, fluorescence polarization. inhibition, % at 12.5 µM. 0.38% of 360,000 active. AID 651999;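 active = pattern-corrected inhibition above about 35%, with an unprinted fluorescence ratio check between 0.5 and 1.5, limit read from the data, passing the limit was not always enough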;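 also: 0% = enzyme with substrate and 100% = substrate without enzyme; some results filed as inactive read as strong as hits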
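Assay system: HEK293T-derived human Csn5 enzyme; quantity: 0.24 nM enzyme; medium: Tris/NaCl/DTT buffer, pH 7.5; also added: substrate SCFSkp2-Nedd8OG, 10 nM; doses: 12.5 µM compound; schedule: 90 min reaction at room temperature; signal: FP; read-out: % inhibition of substrate cleavage by Csn5; benchmarks: substrate-only high control, full reaction low control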
LMPTP block = blocks human LMPTP phosphatase; recombinant LMPTP-A, OMFP fluorogenic substrate, fluorescence intensity; inhibition, % at 20 µM; P24666; 0.22% of 360,000 active; AID 651560;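 active = compounds that cut the enzyme signal by at least half of the control window in the single-dose screen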;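 also: plate controls were DMSO wells with enzyme plus substrate for no effect and substrate without enzyme for full effect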
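Buffer or medium: Bis-Tris pH 6.0, DTT, detergent; Assay system: LMPTP-A enzyme; Quantity: 0.625 nM enzyme; Detection: endpoint fluorescence intensity; Times: 50 min dark incubation at room temperature; Controls: substrate-only low control, DMSO enzyme-plus-substrate high control; Doses: single 20 µM dose; Read-out: percent inhibition versus substrate-only and uninhibited controls; Reagent: 400 µM OMFP.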
NadD block = NadD (S. aureus) enzyme inhibition | AID 602399 | inhibition, % at 20 µM | 0.78% of 360,000 active | purified NadD enzyme, colorimetric absorbance read-out; in the data active = inhibition above about 26%; also: some compounds past the cut are filed as inactive
Neddylation inh = cullin neddylation inhibition; P61081+Q13564; TR-FRET cullin neddylation, biochemical; calls only at 25 µM; 0.58% of 360,000 active; AID 651699; in the data active = inhibition above about 36%
Starred values were filed as active, the others as inactive; i = inactive; . = not tested or not shown. Compounds were not picked by outcome; 3.8% or so of the library scored in one or more.

SMILES	STEP block	SUMO1-SIM PPI	Scp-1 inhibitor	DNMT1 inh	Rin1 Abl inh	Rpn11 inh	CSN inh	LMPTP block	NadD block	Neddylation inh
CSCCC(NC(=O)COc1ccccc1)C(=O)NCCOc1ccccc1 (stereo not drawn)	0	-2	-12	2	1	i	-4	-0.9	-5	i
CCOc1ccc(Nc2ncnc3c2nnn3Cc2ccccc2)cc1	-1	3	0	2	1	i	-3	0.7	5	.
OCCN=C1CCCc2c1[nH]c1ccc(Cl)cc21	-1	-20	4	-3	1	i	1	2.0	-8	i
CNc1nc(N/N=C/c2cc3c(cc2[N+](=O)[O-])OCO3)nc(Nc2ccccc2)n1	1	-14	-1	47	3	i	4	-0.2	10	i
Cc1ccc(NC(=O)N2CCCCC2)cc1[N+](=O)[O-]	0	-12	-14	0	1	i	1	-0.7	-1	i
COC(=O)c1ccccc1-c1ccc(C(c2c(C)[nH][nH]c2=O)c2c(C)[nH][nH]c2=O)o1	0	25	-6	8	8	i	7	4.5	-2	i
O=C1CCCCC1S(=O)(=O)c1ccccc1 (stereo not drawn)	2	-2	-6	0	0	i	0	-2.3	-7	i
Cc1cc(O)c(-c2n[nH]c3c2C(c2cccc(O)c2)N(Cc2cccnc2)C3=O)cc1Cl (stereo not drawn)	-1	-2	-4	-6	6	i	0	6.7	46*	i
CC(C)N(CCNC(=O)c1ccc(NC2=NC3CS(=O)(=O)CC3S2)cc1)Cc1ccco1 (stereo not drawn)	1	0	4	1	-4	i	-2	-1.6	-4	i
O=C(CCc1ccccc1)Nc1ccc(N2CCOCC2)cc1	2	-5	-3	-3	1	i	1	0.4	4	i
O=c1c2ccccc2n(Cc2ccc(F)cc2)c(=O)n1C1CCCC1	10	2	-17	-2	-3	i	4	2.4	-9	i
Cc1ccccc1NC(=O)c1ccno1	4	5	-1	2	2	i	-1	-0.6	-3	i
O=c1cc(-c2ccc(Cl)cc2)oc(=O)[nH]1	-2	-3	-8	1	-1	i	-1	-0.9	2	i
CC(C)CCN1CCN(Cc2ccc(N3CCNC3=O)cc2)CC1CCO (stereo not drawn)	0	2	3	-2	1	i	2	-2.2	-2	i
CCSc1ccc2c(c1)N(CCCN1CCN(C)CC1)c1ccccc1S2	2	-23	-14	-2	-2	i	-4	-7.6	5	i
CCCCCCCCSc1nnc2[nH]c(=O)cc(N)n12	-4	-2	2	4	2	i	3	0.3	3	i
COC(=O)C(C)n1cnc2c(nnn2-c2ccccc2)c1=O (stereo not drawn)	2	-1	-11	0	-2	i	1	-1.0	-1	i
COc1ccc(NC(=O)Nc2ccc3c(c2)CCC3)c(OC)c1	2	19	-3	-7	1	i	0	0.5	-2	i
CN(c1ccccc1)S(=O)(=O)c1ccc(NC(=O)c2ccc(F)cc2)cc1	-2	1	-18	-7	-3	i	-1	1.3	-11	i
COc1ccc(-c2oc3ccccc3c2C(=O)OCc2ccccc2OC)cc1	1	-5	-11	-2	-1	i	-1	1.9	2	.
CCOc1ccc(NC(=O)Cn2nc(C(N)=O)c3ccccc3c2=O)cc1S(=O)(=O)N1CCCC1	-2	-5	-2	7	-3	i	1	0.1	5	i
CCn1c(SCC(=O)OCC(=O)N2c3ccccc3NC(=O)C2(C)C)nnc1-c1ccco1	-2	-1	2	1	3	i	2	-1.0	-4	i
N#Cc1ccccc1NC(=O)CSc1nnc(-c2ccc(F)cc2)n1-c1ccccc1	2	1	5	3	2	i	0	-0.5	1	i
Cc1cc(C(=O)NNC(=S)NC(=O)/C=C/c2ccccc2Cl)n[nH]1	4	1	-1	7	5	i	3	1.8	4	i
COc1cc(OC)cc(C(=O)NC(=S)Nc2nnn(C)n2)c1	2	-4	-5	-1	-1	i	-3	1.3	-5	i
Cc1c(S(=O)(=O)N2CCc3ccccc3C2)c(=O)n(C)c(=O)n1C	-8	7	13	2	-1	i	-4	-0.5	-3	i
Cc1ccc(OCc2cc(C(=O)N(C)CCc3ccccc3)no2)cc1C	0	-7	-8	2	2	i	5	1.5	-5	i
CCOC(=O)CS(=O)(=O)c1ccc(C(F)(F)F)cn1	1	-2	-9	-1	0	i	-1	-0.4	-1	i
O=c1[nH]c2cc3c(cc2cc1C(c1nnnn1C1CCCC1)N1CCCc2ccccc21)OCCO3 (stereo not drawn)	-4	-15	-8	-8	2	i	7	2.4	1	i
CC(C)(C)Nc1c([N+](=O)[O-])c(=O)sc2ccccc12	-1	-8	3	2	2	i	2	1.6	-2	i

Shown as a markdown table: 2 of the compounds above.
| smiles | STEP block | SUMO1-SIM PPI | Scp-1 inhibitor | DNMT1 inh | Rin1 Abl inh | Rpn11 inh | CSN inh | LMPTP block | NadD block | Neddylation inh |
| --- | --- | --- | --- | --- | --- | --- | --- | --- | --- | --- |
| CC(C)CCN1CCN(Cc2ccc(N3CCNC3=O)cc2)CC1CCO (stereo not drawn) | 0 | 2 | 3 | -2 | 1 | i | 2 | -2.2 | -2 | i |
| CCSc1ccc2c(c1)N(CCCN1CCN(C)CC1)c1ccccc1S2 | 2 | -23 | -14 | -2 | -2 | i | -4 | -7.6 | 5 | i |

A run of entries from the list above:
SMILES	STEP block	SUMO1-SIM PPI	Scp-1 inhibitor	DNMT1 inh	Rin1 Abl inh	Rpn11 inh	CSN inh	LMPTP block	NadD block	Neddylation inh
CCn1c(SCC(=O)OCC(=O)N2c3ccccc3NC(=O)C2(C)C)nnc1-c1ccco1	-2	-1	2	1	3	i	2	-1.0	-4	i
N#Cc1ccccc1NC(=O)CSc1nnc(-c2ccc(F)cc2)n1-c1ccccc1	2	1	5	3	2	i	0	-0.5	1	i
Cc1cc(C(=O)NNC(=S)NC(=O)/C=C/c2ccccc2Cl)n[nH]1	4	1	-1	7	5	i	3	1.8	4	i

Additional compounds:
SMILES	STEP block	SUMO1-SIM PPI	Scp-1 inhibitor	DNMT1 inh	Rin1 Abl inh	Rpn11 inh	CSN inh	LMPTP block	NadD block	Neddylation inh
CCN1CCN(S(=O)(=O)c2ccc(Cl)c(C(=O)N(C)Cc3ccc(F)cc3)c2)CC1	0	1	-2	0	-1	i	4	-0.4	-3	i
Cc1noc(C)c1CSCC(=O)N(C)CC(=O)Nc1ccc(Cl)cc1	-1	-1	-5	-1	0	i	5	-1.0	-5	i
CCc1ccc(NC(=O)CSc2ccccn2)cc1	-1	0	-5	0	0	i	3	-0.6	-4	i
CCCc1nc2sc3c(c2c(=O)n1NC(=O)CCC(=O)O)CCCC3	0	0	0	0	-2	i	-4	-0.9	0	i
CCOC(=O)CSC1=C(C#N)C(C)C2=C(CCCC2=O)N1 (stereo not drawn)	0	3	-5	1	1	i	-6	0.2	3	i
CC(C)(C)NS(=O)(=O)c1ccc(CCC(=O)N2CCOCC2)cc1	4	3	-11	-1	4	i	-6	-0.9	0	i
CCc1nnc(NC(=O)c2ccc3c(=O)n4c(nc3c2)CCCCC4)s1	-2	6	-1	-1	1	i	7	-0.3	0	i
COc1ccc2c(c1OC)C(=O)N(c1cccc(/C=C/C(=O)O)c1)C2	5	-15	0	-2	1	i	4	-0.8	-1	i
O=C(COC(=O)CC1c2ccccc2CCN1S(=O)(=O)c1ccc(F)cc1)Nc1ccccc1 (stereo not drawn)	0	1	-10	-6	0	i	-8	2.2	-7	i
C/C(=N\NC(=O)c1cc(C(C)C)[nH]n1)c1ccco1	-1	-10	-1	1	3	i	5	0.8	6	i
Cc1ccccc1-c1nc(S(=O)(=O)c2ccccc2)c(N2CCCC2)o1	0	0	-5	-1	4	i	-2	2.2	-6	i
CCOCCCNC(=O)c1ccc(CN2CCc3ccccc3C2)cc1	2	3	.	-2	-5	i	-1	-0.6	2	i
O/N=C/c1cn(-c2ccccc2)nc1-c1ccc2c(c1)OCCO2	-27	-3	-10	-6	-4	i	0	1.7	-7	i
CCOC(=O)c1c(C)[nH]c(C(=O)COC(=O)CN2C(=O)C3CCCCC3C2=O)c1C (stereo not drawn)	1	1	-11	-3	-1	i	-3	-0.7	7	i
CCCCC(=O)NCCc1ccc(OC)cc1	1	-4	0	2	-2	i	-2	-2.7	7	i
COc1cc(C#N)ccc1OCC(=O)N1CCc2ccccc2C1	-4	4	-5	2	4	i	-2	0.3	-4	i
COc1ccc(N2C(=O)CS/C2=N\C(=S)Nc2ccccc2)cc1	0	1	-1	-1	0	i	3	0.5	2	i
Cc1nn(C)c(C)c1S(=O)(=O)N1CCC(C(=O)NCCC2=CCCCC2)CC1	2	1	0	0	-2	i	4	-0.4	4	i
CCCN(Cc1nnc(-c2ccccc2Cl)o1)C(=O)COc1ccc(Cl)cc1	3	-20	-10	-8	8	i	1	-7.0	0	i
COc1ccc(CNC(=O)C2CCN(S(=O)(=O)c3ccc4c(c3)CC(C)N4C(=O)C3CC3)CC2)cc1 (stereo not drawn)	-1	-8	-11	-1	3	i	-1	0.0	-8	i
CCOc1ccc(-c2csc(N)c2C(=O)OC)cc1	2	2	-6	-12	-4	i	0	-0.2	1	i
COc1ccc(-c2nn(-c3ccccc3)cc2/C=N/n2cnnc2)cc1OC	-2	-1	0	-1	3	i	1	2.2	3	i
N#Cc1ccc(-c2nc3ccc(Cl)cn3c2Cc2ccccc2C(F)(F)F)cc1	2	2	.	-3	-1	i	6	4.5	6	i
COc1cc(SC)ccc1C(=O)Nc1cccc(C)n1	0	5	-2	-2	-5	i	0	-0.2	2	i
Cc1cc(N2CCCC2=O)ccc1S(=O)(=O)NCCOc1ccccc1	-3	1	-4	3	6	i	-2	-1.1	-3	i
O=C(CCC(=O)OCc1ccc(Cl)cc1)Nc1ccccc1	-2	1	-10	-2	-1	i	-1	0.3	-6	i
COc1ccc(C2C(C(=O)/C=C/c3ccco3)=C(O)C(=O)N2CCN2CCOCC2)cc1OC (stereo not drawn)	2	-5	-4	0	6	i	3	-1.7	1	i
COc1ccc(/C=C(/NC(=O)c2ccccc2)C(=O)NCCN2CCOCC2)cc1OC	1	1	-5	1	2	i	-2	-0.7	-3	i
COC(=O)[C@@]1(Cc2ccc(OC)cc2)[C@H]2c3cc(C(=O)N4CCCC4)n(Cc4ccc(Cl)c(C(F)(F)F)c4)c3C[C@H]2CN1C(=O)c1ccccc1	.	9	.	.	.	.	1	7.5	18	i
CC(Nc1n[nH]c(=O)[nH]c1=O)C(=O)N/N=C/c1ccccc1 (stereo not drawn)	-3	-4	-4	11	-2	i	4	-1.1	-2	i
CC12CN3CCN(CC(C3)/C1=N/N=C/c1cccc([N+](=O)[O-])c1)C2	0	-10	0	-2	1	i	-1	-0.5	-8	i
CN(C(=O)c1cc2nc(-c3ccco3)cc(C(F)(F)F)n2n1)C1CCCCC1	2	-19	-2	1	3	i	3	-0.3	0	.
O=C(NCc1ccccc1Cl)/C(=C\c1cccnc1)NC(=O)c1ccccc1	-1	-4	-8	0	-2	i	-3	-1.1	-4	i
O=C(NCC(c1ccco1)N1CCc2ccccc21)c1ccccc1 (stereo not drawn)	1	4	-3	3	0	i	-8	1.6	-2	i
CC(C)(C)C(=O)OCC1OC(n2cnc(C(N)=O)n2)C(O)C1O (stereo not drawn)	1	3	-4	1	-3	i	0	-0.8	-4	i
